Screening data deposited in PubChem by National Center for Advancing Translational Sciences (NCATS).
Coupling enz: coupling enzyme interference in Giardia aldolase counter-screen; AID 2472; activity change, negative = inhibition, % at 58.2 µM, hits read low; coupling enzyme system counterscreen, AmpLite Red fluorescence; 290,000 compounds, 0.67% hits; in the data active = activity change below about -30%; also: % is scaled to controls: 0 for no effect and ±100 for the full control effect
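Final compound at 57.5 uM, incubated 10 min at RT with coupling enzyme reagent (glyceraldehyde-3-phosphate), then 20 min with substrate and AmpLite Red detection. Fluorescence read at 525/598 nm; tests interference with the coupling assay, not aldolase inhibition.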
MLL CXXC-DNA inh: MLL CXXC-DNA interaction inhibition | MLL-CXXC / FITC-HOXA9 DNA fluorescence polarization | AID 2662 | Q03164 | 290,000 compounds, 0.037% hits | Potency, µM (doses to about 115 µM), for inactives: top-dose activity change, negative = inhibition, usual class: inhibitors; active = well fitted inhibition curve with a large enough effect in the polarisation, with a control signal flat, not every such curve was filed as active; inconclusive = small, poorly fitted or top-dose-only effect, or effect the other way, or a change in a side signal; inactive = no such curve, though single readings can be large or run the other way; the % refers to the polarisation; also: potency is read from the fitted curve at half-maximal effect
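Purified MLL-CXXC (added from a 7 uM solution) was preincubated 5 min at ambient with pinned compounds in 50 mM Tris-HCl pH 7.5, 50 mM NaCl, 1 mM DTT, 0.05% BSA. Fluorescein-labeled HOX-A9 DNA (50 nM solution) followed, 30 min, then polarization read.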
BCR signal inh: inhibitors of chronic active B-cell receptor signaling. ABC-DLBCL IkBa-CBG/CBR reporter, luminescence ratio, 4 h. Potency, µM (doses to about 46.1 µM), for inactives: at the top dose ratio change, negative = lower green/red ratio, actives largely listed as inhibitors. 340,000 compounds, 0.05% hits. AID 493014; active = well fitted inhibition curve with a large enough effect in the signal ratio, with a control signal flat, not every such curve was filed as active; inconclusive = small, poorly fitted or top-dose-only effect, or effect the other way, or a change in a side signal; the % refers to the signal ratio;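 also: potency is read from the fitted curve at half-maximal effect; plate controls were basal doxycycline-induced cells for no effect and cells given 10 µM MG132 for full effect; MG132 reads +100%, hits lower the ratio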
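Doxycycline induced both beetle luciferases in TMD8 lymphoma cells; IKK-driven degradation limits the IkappaBalpha-fused green signal, while red luminescence normalises for cell number and nonspecific effects. Compounds tested up to 46 uM, 4 hrs.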
Tb PFK inh: T. brucei PFK enzyme inhibition | O15648 | T. brucei PFK, ADP-Glo luminescence | Potency, µM (doses to about 57.5 µM), without a hit: at the highest dose activity, negative = inhibition, most hits filed as inhibitors | 330,000 compounds, 0.17% hits;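 also: potency is read from the fitted curve at half-maximal effect; 0% = uninhibited 1x PFK enzyme wells and -100% = no-enzyme wells; nearly all actives have a fitted effect of over 60% in size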
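In TEA buffer at pH 8.0 with 5 mM MgCl2, enzyme (1.25 nM) converted F6P (0.5 mM) and ATP (0.1 mM) for 45 min at room temperature. ADP product was read by luciferase luminescence.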
Giardia kill: kills Giardia lamblia. 340,000 compounds, 0.15% hits. activity change, % at 7.66 µM, hits read low. Giardia lamblia trophozoite viability; in the data active = activity change below about -80%; inconclusive = between about -30% and that limit;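 also: parasites exposed to compound for two days anaerobically before the ATP read; % is scaled to controls: 0 for no effect and ±100 for the full control effect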
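Trophozoite viability was measured as ATP-dependent luminescence, read 15-30 min after reagent addition. Before that, parasites at 100 cells/well were exposed to compounds for 48 h, anaerobically, at 37 deg C.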
GALK inhibitor: inhibitors of human galactokinase. AID 1868. P51570. Potency, µM (highest dose often 57.5 µM), without a hit: at the top dose activity change, negative = inhibition, hits mostly inhibitors. 270,000 compounds, 0.007% hits. Purified GALK, Kinase-Glo residual ATP luminescence; also: potency is read from the fitted curve at half-maximal effect; % is scaled to controls: 0 for no effect and ±100 for the full control effect
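The enzyme phosphorylates galactose (100 uM) using ATP (35 uM); inhibition is detected as higher residual ATP, quantified by bioluminescence after 1 h reaction at room temperature, pH 8.0.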
TSHR antag: human thyrotropin receptor antagonism; P16473; TSHR-expressing cells, TSH-stimulated cAMP HTRF, 2 h; hits give low values; activity change, negative = inhibition, % at 11.5 µM; 330,000 compounds, 0.2% hits;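 active = activity change below a set negative limit, meaning inhibition stronger than a set level, cut at about -70% in these data; inconclusive = activity change between two set negative limits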; also: % is scaled to controls: 0 for no effect and ±100 for the full control effect
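Competitive HTRF cAMP read-out (cryptate anti-cAMP antibody, cAMP-d2; 30 min, room temperature) in freshly harvested TSHR cells. Compounds added before TSH at EC80 (4nM final), followed by 2 hours' incubation at 37 deg C.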
KCNH2 WT inh: KCNH2 (human, wildtype) channel inhibition | Q12809 | U2OS, BacMam KCNH2, thallium flux FluxOr; hits give low values | activity change, % at 1.84 µM | 340,000 compounds, 0.37% hits;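 active = maximum activity change below -70%; inconclusive = maximum activity change between -70% and -50%; inactive = maximum activity change above -50%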; also: % is scaled to controls: 0 for no effect and ±100 for the full control effect
Target sequence (Q12809 whole entry, looked up): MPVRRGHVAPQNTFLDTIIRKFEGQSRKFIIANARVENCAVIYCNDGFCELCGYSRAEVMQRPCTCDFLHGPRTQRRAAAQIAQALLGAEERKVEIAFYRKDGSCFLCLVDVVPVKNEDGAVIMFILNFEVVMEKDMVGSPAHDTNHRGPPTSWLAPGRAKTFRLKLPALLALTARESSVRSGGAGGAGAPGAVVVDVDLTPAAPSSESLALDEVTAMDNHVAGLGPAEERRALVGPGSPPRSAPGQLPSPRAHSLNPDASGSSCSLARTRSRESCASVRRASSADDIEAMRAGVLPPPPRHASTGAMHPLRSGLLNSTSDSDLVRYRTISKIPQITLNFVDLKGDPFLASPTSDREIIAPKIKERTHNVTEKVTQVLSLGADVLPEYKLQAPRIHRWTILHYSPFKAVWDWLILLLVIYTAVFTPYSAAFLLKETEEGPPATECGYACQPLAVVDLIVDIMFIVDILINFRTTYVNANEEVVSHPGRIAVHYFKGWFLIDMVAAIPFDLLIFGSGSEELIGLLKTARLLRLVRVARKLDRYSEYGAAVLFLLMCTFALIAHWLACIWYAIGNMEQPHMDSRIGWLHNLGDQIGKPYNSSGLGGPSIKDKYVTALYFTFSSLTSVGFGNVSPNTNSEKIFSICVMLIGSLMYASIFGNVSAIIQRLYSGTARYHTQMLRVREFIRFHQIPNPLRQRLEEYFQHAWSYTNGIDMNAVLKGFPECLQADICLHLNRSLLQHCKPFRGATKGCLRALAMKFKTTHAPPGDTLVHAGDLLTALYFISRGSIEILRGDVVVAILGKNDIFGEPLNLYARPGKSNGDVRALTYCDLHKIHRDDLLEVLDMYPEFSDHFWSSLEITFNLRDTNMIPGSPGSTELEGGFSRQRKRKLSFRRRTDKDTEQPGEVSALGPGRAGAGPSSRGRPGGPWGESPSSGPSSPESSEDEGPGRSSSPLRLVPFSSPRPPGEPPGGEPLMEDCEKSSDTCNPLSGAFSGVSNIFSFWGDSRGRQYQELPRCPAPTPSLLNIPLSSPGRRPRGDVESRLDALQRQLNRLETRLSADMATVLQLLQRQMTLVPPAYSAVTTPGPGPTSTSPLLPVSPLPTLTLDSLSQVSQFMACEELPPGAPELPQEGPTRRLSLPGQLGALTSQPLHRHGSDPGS
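U2OS cells were transduced with wild-type KCNH2 virus (2.03 x 10^8 / mL) for 4 h at room temperature, then cultured overnight at 37 C. Thallium flux was read with FluxOr dye. Rate constants were normalized to DMSO controls.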
AT treatment: candidate therapy for ataxia-telangiectasia; […] A-T fibroblasts, KAP-1 phosphorylation AlphaLISA; neocarzinostatin DNA damage 30 min before lysis; AID 485349; Potency, µM (titrated, usually from 57.5 µM), without a hit: at the top dose activation, most hits filed as activators; 320,000 compounds, 0.19% hits; also: potency is read from the fitted curve at half-maximal effect; % of control where 0% means no effect; nearly all actives have a fitted effect of over 45% in size
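ATM-like activity read as KAP-1 phosphorylation via AlphaLISA donor/acceptor antibody pairs after lysis and 6 hr at 25C. Cells were ATM-null patient fibroblasts ([…], hTERT), dosed 60 min, then exposed to the DSB inducer NCS for 30 min.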
TCR activator: activators of T cell receptors. primary human leukocytes, anti-CD3, IL-2 HTRF, 48 h. Potency, µM (doses to about 9.22 µM), inactives show at the top dose activation of IL-2 secretion, most hits filed as activators. 330,000 tested, under 10 active. AID 504894; also: % of control where 0% means no effect
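Human primary leukocytes + a-CD3 beads + cpd, 48 hr; IL-2 in supernatant by HTRF (ex 320nm / em 665nm). No co-stimulatory signal supplied.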
Starred values were filed as active, the others as inactive; ? = inconclusive; / = not tested or not shown; [ ] = remark or other dose. Unless noted, calls follow the shape of the dose curve; as a rule, active = well fitted curve in the direction sought with a large enough effect; inconclusive = small, poorly fitted or top-dose-only effect, or another doubt; inactive = no such curve, though single readings can be large; an effect the other way counts as inactive or inconclusive.

| canonical_smiles | Coupling enz | MLL CXXC-DNA inh | BCR signal inh | Tb PFK inh | Giardia kill | GALK inhibitor | TSHR antag | KCNH2 WT inh | AT treatment | TCR activator |
| --- | --- | --- | --- | --- | --- | --- | --- | --- | --- | --- |
| COc1cc(NS(=O)(=O)c2ccc(NC(=S)NC(=O)c3cccs3)cc2)nc(OC)n1 | 4 | 1% | 4% | ? | 61[activator] | -4% | -12 | -7 | 2% | 4%[46.1 µM] |
| Nc1ccccc1-c1nnc(-c2ccc(-c3ccccc3)cc2)o1 | 1 | 3% | -7% | 5% | -2 | 1% | -21 | 27 | 22% | 7% |
| CC(=O)c1ccc(Sc2ccccc2N)c([N+](=O)[O-])c1 | 0 | 2% | ? | 3% | 3 | / | -3 | 0 | 5% | 8% |
| COc1ccc(CCN=C(N)NS(=O)(=O)c2ccccc2)cc1 | -5 | 11% | 3% | -5% | 0 | 3% | 8 | -27 | 5% | 0%[46.1 µM] |
| C=CCNC(=O)C(=O)NCC(c1ccc2c(c1)OCO2)N1CCOCC1 (stereo not drawn) | -4 | 9% | -4% | 2% | -16 | 8% | 10 | -9 | 6% | -2% |
| c1cncc(-c2noc(-c3cccc4ccccc34)n2)c1 | -2 | 1% | ? | 1% | -7 | 0% | 30 | 32 | 8% | -2% |
| S=C(NCCc1ccccc1)NCC1CCCO1 (stereo not drawn) | 4 | 5% | -4% | 3% | ? | -1% | -2 | 1 | -4% | -7%[46.1 µM] |
| Cc1sc2ncnc(NCc3ccco3)c2c1C | 3 | 14% | ? | -23% | -12 | 5% | -9 | 9 | 3% | 0% |
| CN(C(=O)COC(=O)c1cc(Br)c(Br)s1)C1CCS(=O)(=O)C1 (stereo not drawn) | 0 | -6% | 1% | 4% | -4 | 4% | 7 | 11 | -9% | -2%[46.1 µM] |
| Brc1ccc(OCCCN2CCOCC2)cc1 | 0 | 0% | ? | -4% | 10 | 4% | 7 | 2 | / | 0% |
| Cc1cc(-c2ccc(C(=O)O)s2)cnc1N | 1 | -6% | ? | -3% | -13 | 1% | -2 | / | 2% | -1% |
| CCN1CCCC1CNC(=O)Cn1cnc2sc(C)c(S(=O)(=O)N3CCC(C)CC3)c2c1=O (stereo not drawn) | 3 | 1% | 7% | 3% | -19 | 0% | 1 | 2 | 0% | -4%[46.1 µM] |
| C/C=C/C(=O)N1CC2(CC(c3cccc(NC(=O)CC(c4ccccc4)c4ccccc4)c3)=NO2)C[C@H]1C(N)=O (stereo partly drawn) | -10 | 2% | ? | 2% | -6 | -6% | -2 | 10 | -6% | 17% |
| COc1c(Cl)cc(Cl)cc1C(=O)Nc1ccc(NC(C)=O)cc1 | 3 | 15% | 9% | 3% | -10 | -1% | 21 | 0 | -9% | -3% |
| CCOc1cc(NC(=O)Nc2ccc(F)cc2)c(OCC)cc1NC(=O)CC | -1 | 16% | ? | -1% | -17 | 5% | 0 | 2 | -1% | 2% |
| O=C(CCNC(=O)c1ccccc1Cl)Nc1nnc(C2CC2)s1 | 1 | 13% | 1% | 2% | -5 | -3% | -4 | 38 | 0% | 5% |
| CN(Cc1ccccc1)S(=O)(=O)c1ccc(Cl)c(C(=O)OCC(N)=O)c1 | 5 | 4% | 13% | -1% | -1 | 1% | 0 | -20 | -16% | 3% |
| CNC(=O)c1ccsc1NC(=O)CCS(=O)(=O)c1ccc(C)cc1 | / | / | -6% | -14% | -5 | / | 25 | -1 | 27% | 0% |
| CCOC(=O)c1c(-c2ccc(-c3ccccc3)cc2)csc1NC(=O)CNCCN(C)C | 0 | 9% | ? | 16% | 13 | -2% | 24 | 13 | 7% | 1% |
| Cc1cc([N+](=O)[O-])cc(C)c1OCC(=O)N/N=C/c1ccc(OC(=O)c2ccccc2)cc1 | -1 | 37%[activator] | 3% | 3% | 28 | 0% | 12 | -2 | -6% | -3%[46.1 µM] |
| CC(=O)Nc1cccc(-c2nnc(SCc3ccccc3C#N)n2C)c1 | 0 | 0% | -16% | 1% | -1 | -1% | 10 | -2 | / | / |
| O=C(Cn1cc2c(n1)CCCC2)Nc1ccccc1Br | 0 | -2% | 1% | -4% | 5 | 0% | 2 | -1 | 10% | 4% |
| CCc1cccc(C)c1NC(=O)CN(C)Cc1cccc(F)c1 | 5 | -12% | 5% | -1% | 6 | 1% | 7 | -1 | 5% | -3%[46.1 µM] |
| O=C(CNS(=O)(=O)c1ccc(Br)s1)N1CCCC1 | 0 | 1% | 3% | 1% | 0 | -4% | 9 | -4 | 8% | -4% |
| COC(=O)C(C(=O)OC)C(C(=O)OC)C(C(=O)OC)C(=O)OC | 0 | -1% | -7% | 4% | 2 | 1% | 15 | 3 | -1% | 3%[46.1 µM] |

Next compounds
| canonical_smiles | Coupling enz | MLL CXXC-DNA inh | BCR signal inh | Tb PFK inh | Giardia kill | GALK inhibitor | TSHR antag | KCNH2 WT inh | AT treatment | TCR activator |
| --- | --- | --- | --- | --- | --- | --- | --- | --- | --- | --- |
| CN(CC(=O)Nc1ccc(N2CCOCC2)cc1)Cc1c(O)ccc2ccccc12 | -21 | 118%[activator] | ? | -7% | -23 | -3% | 2 | -6 | -7% | -4% |
| C=CCn1c(C(CCCC)CC(O)COCCC)n[nH]c1=S (stereo not drawn) | 0 | 6% | -1% | 11% | 4 | -1% | -22 | 4 | 8% | 0% |
| CCCn1c(SCC(=O)N2c3ccccc3CC2C)n[nH]c1=O (stereo not drawn) | / | / | -5% | -1% | 7 | / | -4 | 0 | 4% | / |
| O=C(COC(=O)c1cc[n+]([O-])cc1)Nc1ccc([N+](=O)[O-])cc1Cl | 1 | 13% | -1% | 2% | -26 | 11% | -3 | -18 | 3% | 2% |
| N#CCCN(Cc1ccccc1)C(=S)Nc1ccc(F)cc1 | 5 | 7% | 1% | 0% | 5 | / | 25 | 4 | -8% | -2% |
| O=C(NCCc1nccs1)C1CCC(=O)N(CCc2ccc(Cl)cc2)C1 (stereo not drawn) | / | 0% | -1% | 1% | 0 | -6% | 2 | 3 | 4% | 1% |
| CCSc1nc(C)cc(Oc2ccc(=O)n(C)n2)n1 | 0 | 8% | -16% | 4% | 10 | 0% | 18 | 1 | 4% | -13% |
| Cc1occc1-c1nnc(SCC(=O)N2CCCC(C)C2)o1 (stereo not drawn) | / | / | -4% | -7% | -1 | / | 45 | -28 | 5% | 2% |
| CCCc1nnc(NC(=O)c2cc3ccccc3oc2=O)s1 | 0 | -10% | ? | 20% | 17 | 0% | 2 | 1 | / | -1% |
| Cc1onc(-c2ccccc2Cl)c1C(=O)N1C=CC(C(F)(F)Cl)=NCC1 | -1 | 2% | -6% | -1% | -17 | -1% | 7 | -11 | 0% | 0% |
| Cc1ccsc1C(=O)N1CCCC(C(=O)c2cc(F)ccc2F)C1 (stereo not drawn) | -2 | 0% | ? | -2% | 7 | -2% | -9 | -1 | 9% | 1% |
| COc1cc2c(cc1OC)C(Nc1ccc(S(N)(=O)=O)cc1)=NC(C)(C)C2 | 1 | 15% | -6% | -1% | 2 | 0% | 6 | 2 | 4% | 9%[46.1 µM] |
| CNC(=O)N1c2ccccc2CCc2ccccc21 | 1 | -2% | 3% | -1% | -27 | 4% | 0 | -8 | 0% | -2% |
| C=CCn1c(COc2ccc(F)cc2)nnc1SCC(=O)NC1CCCC1 | / | / | -2% | 9% | 1 | / | -5 | -5 | 1% | 4% |
| COc1ccc(NS(=O)(=O)c2cc3c4c(c2)CCN4C(=O)CC3)cc1OC | / | / | ? | -3% | 1 | / | -11 | -8 | -12% | 1% |
| Cc1ccc(S(=O)(=O)N2CCOCC2)cc1C(=O)OCc1nnc(-c2ccccc2)o1 | / | / | 6% | -3% | 6 | / | -15 | 0 | 2% | -8% |
| CCc1ccccc1OCC(=O)Nc1nc(-c2cccnc2)cs1 | -2 | 8% | ? | 2% | -11 | 1% | -6 | -4 | 0% | -2% |
| CSc1ccc(/C=C/C(=O)c2ccc(O)cc2)cc1 | 11 | 33%[activator] | ? | -5% | -18 | 0% | 14 | 2 | -2% | 1%[46.1 µM] |
| COc1ccc2nc(N)sc2c1 | 0 | 2% | ? | 2% | 2 | -1% | -9 | -8 | 0% | -4% |
| Cn1cnnc1SCC(=O)Nc1ccc(OCc2ccccc2)cc1 | 0 | 1% | -8% | ? | 17 | -1% | -3 | 9 | -15% | -1% |
| Cc1ccc(S(=O)(=O)N2CCCC(C(=O)O)C2)s1 (stereo not drawn) | 5 | -6% | 1% | 2% | 10 | 1% | 11 | -13 | 1% | -3% |
| CC(=O)N1c2ccc(S(=O)(=O)NCCC(=O)NCc3ccc(Cl)cc3)cc2CC1C (stereo not drawn) | -1 | 10% | 3% | -12% | -3 | -1% | -5 | -1 | -4% | -1% |
| COC(=O)c1ccc(Cn2nc(C)c([N+](=O)[O-])c2C)o1 | 4 | 32% | -1% | 0% | 12 | -1% | 12 | -3 | -1% | -5% |
